# NCI-60 one-dose screen, 48 h, at 10 µM unless noted. Numbers give growth in % (100 = growth as untreated, 0 = no growth, -100 = all killed).
# NCI-H322M = NCI-H322M lung cancer; AID 1794733; actives 2.7% (n = 80,000)
# RXF 393 = RXF 393 renal cancer cells | actives 6.9% (n = 77,000)
# NCI-H522 = NCI-H522 lung cancer; actives 8% (n = 78,000)
# NCI-H23 = NCI-H23 lung cancer | actives 4% (n = 80,000) | AID 1794731
# HT29 = HT29 colon cancer; AID 1794748; actives 7.4% (n = 81,000)
# A498 = A498 renal cancer cells. actives 5.4% (n = 76,000)
# NCI-H226 = NCI-H226 lung cancer | actives 3.5% (n = 79,000) | AID 1794732
# NCI-H460 = NCI-H460 lung cancer; actives 6.8% (n = 82,000); AID 1794736
# COLO 205 = COLO 205 colon cancer | actives 7.3% (n = 79,000)
# * = called active by the depositor; . = no result given; & = joins results of further samples; [ ] = remark or other dose. The calls were made as follows: active = growth percent below 10; inactive = the rest. Rows were taken by chance; 12% or so of the library scored in one or more.
SMILES,NCI-H322M,RXF 393,NCI-H522,NCI-H23,HT29,A498,NCI-H226,NCI-H460,COLO 205
C[C@]12CCC(=O)C=C1CCC1C2[C@@H](O)C[C@@]2(C)C1CC[C@]2(O)C(=O)CO (stereo partly specified),103,121,83,103,96,111,76,101,107
COc1ccc(-c2nc3sc4cc(OC)ccc4n3c2-c2nc3ncc(Br)cc3[nH]2)cc1,85,95,80,90,105,97,111,99,106
CN(C)C(=S)SCCC(=O)O,102,115,83,101,90,97,108,102,111
CCOC(=O)C1=C(C)NC(C)=C(C(=O)OCC)C1c1cccc(C#N)c1,91,90,87,101,100,106,92,109,101
COc1cc(C(=O)CBr)c(OC)cc1C,107,109,100,109,103,105,102,113,110
CCOC(=O)C[C@@H]1C(=O)N2CC[C@@]3(C(=O)Nc4ccccc43)[C@@H]2C[C@H]1C(=O)OCC,99,118,97,103,102,75,96,107,110
COc1ccc(CNC(=O)Nc2sc3c(c2C#N)CCCC3)cc1,97,.,99,103,98,77,98,104,102
CC(=O)Oc1ccccc1C(=O)O,95&100&107,125&112&153,92&94&108,106&120&105,96&106&112,90&101&93,107&94&141,104&109&99,108&108&112
CCOc1cc(/C=N/N2CCCCCC2)ccc1O,101,106,.,97,100,113,110,111,111
CC(C)(C)NC(=O)C(OC(=O)C1CCc2cc(F)ccc2O1)c1ccccc1Cl (stereo unspecified),96,96,82,94,103,91,96,104,130
COc1cc(/C=N/NC(=O)c2ccccc2Nc2cccc(C(F)(F)F)c2)cc(OC)c1OC,47,4.7*,4.1*,45,8.6*,-13*,37,-18*,54
CCN(CC)CCNc1ccnc2cc(Cl)ccc12,117&95,95&80,103&101,104&95,95&46,87&92,95&83,98&100,101&78
COc1ccc2c(c1)N(Cc1ccc(Cl)cc1)CCC2N1CCCC1=O (stereo unspecified),40,39,32,53,45,-7.1*,47,39,67
COc1ccc(Cn2nc3c(c2-c2ccc(OC)c(OC)c2)-c2oncc2CC3)cc1,103,.,81,100,94,79,113,101,110
C[C@@H]1N=C(c2ccc(N(C)C)cc2)Nc2nc3ccccn3c2C1=O,69,111,79,80,101,89,77,92,94
CNCc1cccc(OC)c1OC,85,121,120,118,113,123,111,117,126
Cc1ccc2nc(NC(=O)CSc3nc(N/N=C/c4ccc(Cl)cc4)c(C#N)c(-c4ccccc4)n3)sc2c1,88,92,92,97,107,90,90,106,111
Fc1ccc(/C=N/Nc2ncnc3sc4c(c23)CCN(Cc2ccccc2)C4)cc1,48,60,53,64,65,96,52,23,58
CS/C(=C\c1ccc(C(=O)c2ccc(C)cc2)n1C)S(C)=O (stereo unspecified),98,101,6.1*[100 µM],109,94,108,81,97,126
O=S(=O)(Nc1ccc(Cl)c(C(F)(F)F)c1)c1ccc(-c2nnc(C3CCCCC3)o2)cc1,91,111,85,95,105,109,94,100,96
CCCCCCNS(=O)(=O)c1ccccc1,98,116,78,92,96,134,104,111,109
CN1C(=O)C(=Cc2cn(C(=O)c3c(Cl)cccc3Cl)c3ccccc23)C(=O)N(C)C1=O,82,101,105,90,107,91,89,105,116
COc1ccc(-c2nn(-c3ccccc3)cc2C2OC23CCc2ccccc2C3=O)cc1 (stereo unspecified),103,109,89,103,119,97,98,104,124
CC1(C)OB(c2ccc(Cn3cnc4c(=S)nc[nH]c43)cc2)OC1(C)C,100[50 µM],111[50 µM],.,101[50 µM],100[50 µM],78[50 µM],.,105[50 µM],108[50 µM]
CC1=C(C)C(=O)C(Nc2ccc(C(=O)OC(C)(C)C)cc2)=CC1=O,100,84,80,25,101,81,86,96,116
CSc1nc(N)nn1S(=O)(=O)c1ccc(C)cc1,94,124,102,.,114,.,102,104,117
CCCCCCCCCCN(CCCCCCCCCC)CC(O)c1ccc2cc(Cl)c3ccccc3c2c1 (stereo unspecified),101,.,87,99,98,105,94,107,110
CC(=O)Nc1ccc(N)cc1,104,104,100,103,99,77,90,109,113
COC(=O)[C@@H](Cc1ccccc1)n1cc(COC(=O)c2cccc3c(=O)c4ccccc4n(Cc4cn([C@H](Cc5ccccc5)C(=O)OC)nn4)c23)nn1,98,101,.,100,.,111,94,102,106
Clc1ccccc1I,106,108,89,99,100,100,104,114,114
COC(=O)c1nc(=S)[nH]c(C(=O)OC)c1C(=O)c1ccc([N+](=O)[O-])cc1,106,101,108,102,115,117,96,120,124
c1ccc2cc(-c3cnc4nonc4n3)ccc2c1,82,79,41,82,75,72,103,93,71
COc1cc2c3c(c1O)-c1ccccc1[C@@H]1OC(=O)N(CC2)[C@@]31C,102,101,80,103,97,65,94,101,119
COc1ccc2c(c1)CCNC21C(=O)N(Cc2ccc(C)cc2)c2ccccc21 (stereo unspecified),88,94,88,90,98,54,76,95,123
C/C=C\CCC(=O)c1ccccc1,101,113,94,108,98,90,90,110,104
CCn1c(Cc2ccccc2Nc2c(Cl)cccc2Cl)nnc1SCC(=O)Nc1ccc(Cl)cc1,70,77,57,70,61,.,69,72,95
Cn1cc(/C=C(/SS/C(=C/c2cn(C)c3cccc(C(=O)O)c23)C(=O)O)C(=O)O)c2c(C(=O)O)cccc21,102,112,93,.,107,109,98,110,112
COc1ccc2c(c1)c(-c1nc(N)nnc1-c1cn(C)c3ccccc13)cn2C,96,97,84,89,74,.,91,99,112
COc1ccc(-c2cc(C(=O)NCc3ccccc3)nn2-c2ccc(S(C)(=O)=O)cc2)cc1OC,122,110,87,105,102,100,99,108,116
CCC1=CCC[C@@]2(C)CCC[C@@]3(C)CCCC(C)(C)[C@]1([O-])[O+]32,116,111,94,100,102,83,102,109,112
OC1(C2(O)CCCC2)CCCCC1,105,132,89,108,95,85,115,108,107
Cn1c(=O)c2cc(C(=O)NCCCN3CCCCCC3)sc2c2ccccc21,105,75,95,91,84,52,.,72,73
O=C(Cc1c[nH]c2ccccc12)N=Nc1c(O)n(Cc2ccccc2)c2ccccc12,95,100,88,101,108,.,.,104,117
COC(=O)C/C=N\Nc1cc(=O)[nH]c2ccccc12,95,103,98,87,112,119,93,101,103
Cn1ccnc1C(=O)/C=C/c1ccc(CNC(=O)c2ccc(F)cc2)cc1,30,.,24,5.8*,10,64,52,-27*,43
c1ccc(CN2c3nc4ccccc4cc3Sc3cc4ccccc4nc32)cc1,108,.,95,101,101,137,94,111,128
CCOc1cccc([N+](=O)[O-])c1,114,93,102,106,99,80,89,104,104
CCCn1c(NC(=O)c2cccc([N+](=O)[O-])c2)nc2ccccc21,57,81,75,56,70,68,.,24,78
CO[C@H]1C[C@@H]2CC[C@@H](C)[C@@](O)(O2)C(=O)C(=O)N2CCCC[C@H]2C(=O)O[C@H]([C@H](C)C[C@@H]2CC[C@@H](OC(=O)C(C)(CO)CO)[C@H](OC)C2)CC(=O)[C@H](C)/C=C(\C)[C@@H](O)[C@@H](OC)C(=O)[C@H](C)C[C@H](C)\C=C/C=C/C=C/1C,39,-16*,23,44,4.6*,8.4*,34,23,28
COc1ccc(N=Nc2c(N)nn3c(-c4ccc(Cl)cc4)ccnc23)cc1,97,124,97,94,105,125,87,108,121
O=C(O)CCn1c(-c2ccc(Cl)cc2)nc(-c2ccccc2)c1-c1ccccc1,89,102,93,92,110,87,78,99,119
COc1ccc2nc(C)cc(OCC(=O)NCc3ccccc3)c2c1,98,88,92,92,108,76,89,105,92
O=c1oc2cc(OS(=O)(=O)c3ccc(F)cc3)ccc2c2c1CCCCCC2,99,89,81,83,21,85,69,84,28
Cn1ncc2cc(CN3CCO[C@H](COc4ccccc4)C3)ccc21,99,110,94,98,104,96,86,101,108
O=S(=O)(c1ncsc1-c1ccccc1)N1CCOCC1,100,114,100,102,101,86,103,105,108
C[C@]12C=CC(=O)C=C1CCC1C2[C@@H](O)C[C@@]2(C)C1CC[C@]2(O)C(=O)COC(=O)CCC(=O)O (stereo partly specified),106,126,103,106,105,89,85,103,124
CO/C(=C\c1ccc(O)cc1)C(=O)N/C=C/c1cc(Br)c(O)c(Br)c1,95,106,64,81,99,79,113,73,120
CN1C(=O)N(C)C2Nn3c(s/c(=C\c4cccs4)c3=O)=NC21 (stereo unspecified),105,111,94,102,108,90,113,110,114
CC(=O)[C@@H]1CC[C@]2(COS(=O)(=O)c3ccc(C)cc3)CC[C@]3(C)[C@H](CC[C@@H]4[C@@]5(C)CCCNC(C)(C)[C@@H]5CC[C@]43C)[C@@H]12,94,64,90,79,2.2*,86,86,42,-62*
CN(C)CCn1cc(-c2ccc3c(Nc4ccc(CC(=O)Nc5cccc(F)c5)cc4)ncnc3c2)cn1,-95*[30 µM],.,-30*[30 µM],-57*[30 µM],-41*[30 µM],59[30 µM],-37*[30 µM],-74*[30 µM],-62*[30 µM]

# Other structures.
SMILES,NCI-H322M,RXF 393,NCI-H522,NCI-H23,HT29,A498,NCI-H226,NCI-H460,COLO 205
O=C(O)COc1cccc(C(=O)/C=C/c2ccc3c(c2)OCO3)c1,105,123,106,.,118,.,108,110,112
c1cc[n+](C2c3ccccc3C([n+]3ccccc3)c3ccccc32)cc1 (stereo unspecified),85,62,.,65,73,95,50,99,31
N#Cc1ccc(-c2ccc(-c3cccs3)o2)cc1F,83,77,.,77,85,96,82,88,86
O=C(CCCOc1ccc(Cl)cc1Cl)Nc1ncc(Cc2cccc(Cl)c2Cl)s1,100,117,87,103,95,106,106,102,106
Fc1ccc(NCc2nnc(-c3ccc(Cl)cc3)o2)cc1,82,85,57,70,70,77,72,84,90
O=c1oc2c(cnc3ccccc32)cc1-c1ccsc1,110,105,97,100,113,107,98,100,112
CC1(C)CC(=O)C2=C(C1)N(c1ccc(F)cc1F)C(N)=C(C#N)C2c1ccc(F)c(Br)c1 (stereo unspecified),98,104,91,100,95,.,102,102,107
Cc1ccc2[nH]c3ccccc3c2c1,100,112,101,97,102,82,103,100,109
O=C1C=CC(=Nc2ccccc2)O1,106,136,145,102,106,97,97,104,113
CCOC(=O)C(Nc1ccc(F)cc1)c1ccc(N)cc1 (stereo unspecified),79,103,74,96,90,93,94,101,104
Nc1nc(Nc2ccccc2SSc2ccccc2Nc2nc(N)nc(-c3cccc(Cl)c3)n2)nc(-c2cccc(Cl)c2)n1,92,106,.,79,104,.,83,90,119
O=C1c2ccccc2C(=O)c2c1c(C(=O)c1ccccc1)c1ccccn21,96,108,75,93,93,100,92,100,105
O=C(/C=C/c1ccc(-c2ccccc2)cc1)c1ccccc1,103&100,97&100,81&64,93&99,87&87,95&100,101&107,107&106,103
Nc1ncnc(N)c1NC(=O)c1ccc(OCc2ccccc2)cc1,100,107,91,105,96,98,.,107,103
